GSTO1 counter: counter-screen for RBBP9 inhibitors: inhibitors of human GSTO1 | P78417 | recombinant GSTO1, activity-based probe fluorescence polarization | inhibition, % at 5.96 µM | 300,000 compounds, 1.1% hits | AID 1974;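 active = inhibition above the campaign mean inhibition plus 3 SD, cut at about 35% in these data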;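 also: 0% = GSTO1-1 with DMSO and 100% = wells lacking GSTO1-1 enzyme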
Target sequence (P78417 whole entry, looked up): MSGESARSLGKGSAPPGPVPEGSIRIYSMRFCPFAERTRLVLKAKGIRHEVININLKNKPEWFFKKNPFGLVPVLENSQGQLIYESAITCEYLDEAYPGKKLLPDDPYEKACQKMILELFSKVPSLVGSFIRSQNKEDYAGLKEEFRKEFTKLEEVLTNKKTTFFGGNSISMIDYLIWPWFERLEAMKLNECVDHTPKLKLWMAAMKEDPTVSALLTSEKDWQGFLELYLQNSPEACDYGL
LYPLA2 inh: counter-screen for PME1 inhibitors: inhibitors of human LYPLA2; 320,000 compounds, 0.38% hits; O95372; inhibition, % at 5.9 µM; AID 2177; recombinant LYPLA2, FP-Rh probe fluorescence polarization;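 active = inhibition above the screen-wide mean plus 3 SD, limit set per campaign, cut at about 26% in these data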;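 also: 0% = LYPLA2 with DMSO and 100% = wells lacking LYPLA2 enzyme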
PAFAH1B3 inh: blocks human PAF acetylhydrolase 1B catalytic subunit 3 | Q15102 | recombinant PAFAH1B3, FP-rhodamine probe, fluorescence polarization | inhibition, % at 3.39 µM | 340,000 compounds, 0.28% hits;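 active = inhibition above the screen-wide average of all tested compounds plus 3 SD, cut at about 25% in these data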;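 also: 0% = enzyme with DMSO only and 100% = wells lacking PAFAH1B3 protein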
PREPL inhibitor: human PREPL enzyme inhibition. Q4J6C6. recombinant PREPL, fluorescence polarization activity-based probe. inhibition, % at 5.96 µM. 320,000 compounds, 0.68% hits. AID 2751; in the data active = inhibition above about 43%;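 also: 0% = enzyme with DMSO and 100% = wells lacking enzyme; many of its hits are not listed in these tables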
pPAFAH FP inh: inhibitors of human plasma PAF acetylhydrolase (pPAFAH); Q13093; recombinant pPAFAH, FP-rhodamine probe fluorescence polarization; inhibition, % at 3.39 µM; 330,000 compounds, 1.5% hits; AID 463082;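 active = inhibition above the mean inhibition across the screen plus 3 SD, cut at about 25% in these data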;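 also: inhibitors block binding of the rhodamine activity-based probe so polarization drops; 0% = enzyme with DMSO and 100% = wells lacking pPAFAH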
PAFAH2 inh: PAFAH2 (human) inhibition; Q99487; recombinant PAFAH2, FP-rhodamine activity probe, fluorescence polarization; inhibition, % at 3.39 µM; 340,000 compounds, 0.99% hits; AID 492956;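 active = inhibition above the mean over all tested compounds plus 3 SD, cut at about 30% in these data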;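 also: inhibitors block probe labeling of enzyme so polarization drops; 0% = enzyme with DMSO and 100% = wells lacking PAFAH2 protein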
PAD4 inh: inhibitors of human PAD4; Q9UM07; 330,000 compounds, 0.41% hits; recombinant PAD4, RCA probe fluorescence polarization; inhibition, % at 6.36 µM;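 active = percent inhibition above a cutoff equal to the mean of all tested compounds plus 3 SD, cut at about 15% in these data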;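 also: 0% = PAD4 with RCA probe and DMSO and 100% = probe without PAD4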
Target sequence (Q9UM07 whole entry, looked up): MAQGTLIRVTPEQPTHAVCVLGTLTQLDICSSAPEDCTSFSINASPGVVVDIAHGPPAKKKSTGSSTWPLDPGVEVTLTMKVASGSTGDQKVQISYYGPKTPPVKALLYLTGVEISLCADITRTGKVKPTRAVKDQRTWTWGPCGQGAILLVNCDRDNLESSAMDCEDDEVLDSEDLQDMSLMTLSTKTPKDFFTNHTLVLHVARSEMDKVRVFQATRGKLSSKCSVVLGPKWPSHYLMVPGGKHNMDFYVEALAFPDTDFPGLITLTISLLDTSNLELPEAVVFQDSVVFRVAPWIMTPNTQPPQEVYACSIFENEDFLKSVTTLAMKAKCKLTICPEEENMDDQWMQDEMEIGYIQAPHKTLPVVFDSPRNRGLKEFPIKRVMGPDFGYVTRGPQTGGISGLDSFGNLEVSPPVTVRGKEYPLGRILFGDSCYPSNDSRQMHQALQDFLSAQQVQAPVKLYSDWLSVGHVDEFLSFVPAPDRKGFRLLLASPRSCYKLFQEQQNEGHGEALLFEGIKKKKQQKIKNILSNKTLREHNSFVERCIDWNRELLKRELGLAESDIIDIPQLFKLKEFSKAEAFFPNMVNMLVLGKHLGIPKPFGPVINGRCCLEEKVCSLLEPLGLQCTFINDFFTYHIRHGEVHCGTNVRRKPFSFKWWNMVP
PAFAH1B2 FP inh: blocks human PAF acetylhydrolase 1b catalytic subunit 2; recombinant PAFAH1B2, FP-rhodamine activity probe, fluorescence polarization; 340,000 compounds, 1.2% hits; P68402; inhibition, % at 3.39 µM; AID 492953;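 active = inhibition above the mean of all tested compounds plus 3 SD, cut at about 24% in these data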;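 also: 0% = enzyme with DMSO and 100% = wells lacking PAFAH1B2; many of its hits are not listed in these tables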
LYPLA1 counter: blocks human lysophospholipase 1, a PME1 counter-screen; recombinant LYPLA1, FP-Rh probe fluorescence polarization; inhibition, % at 5.9 µM; 320,000 compounds, 0.16% hits; AID 2174;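 active = inhibition above the mean of all tested compounds plus 3 SD, set per campaign, cut at about 14% in these data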;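 also: inhibitors block serine hydrolase probe labeling of LYPLA1 so polarization falls; 0% = enzyme with DMSO and 100% = wells lacking LYPLA1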
Active calls of the source: *; · = not tested or not shown.

SMILES | GSTO1 counter | LYPLA2 inh | PAFAH1B3 inh | PREPL inhibitor | pPAFAH FP inh | PAFAH2 inh | PAD4 inh | PAFAH1B2 FP inh | LYPLA1 counter
CCn1c(CSc2nc3ccccc3s2)nnc1SCC(=O)NCC(=O)OC | 3 | 4 | 3 | 1 | -4 | -5 | -1 | -8 | 1
COc1ccc(NC(=O)CSc2nccc(C)n2)cc1 | -4 | 0 | 5 | 15 | -1 | -1 | 4 | 5 | -2
CCCc1nn(C)c(C(=O)Nc2cccc(Cl)c2)c1Cl | -2 | 0 | -5 | -8 | -5 | -6 | -7 | 4 | -4
CCc1nn(CCCC(=O)Nc2ccc(C)cc2C)c(=O)c2cc3occc3n12 | -5 | -4 | 9 | 12 | 5 | -1 | -2 | -2 | 0
Cc1nn(Cc2ccc([N+](=O)[O-])cc2)c(=O)n1-c1ccccc1 | -2 | 1 | 3 | -5 | -5 | 0 | 6 | 7 | 0
O=C1C(Cc2ccccc2O)NC(=S)N1c1ccccc1 (centres undefined) | -6 | 3 | 6 | -7 | -1 | 0 | -1 | 0 | 2
CCCN1Cc2cccc(C(=O)NCc3ccccc3OC)c2C1=O | 9 | 0 | 4 | 17 | 1 | 0 | 0 | 0 | -3
CN(C(=O)COC(=O)COc1ccccc1F)C1CCS(=O)(=O)C1 (centres undefined) | 3 | -1 | 6 | -4 | 0 | 0 | -1 | 5 | 3
COc1ccc2c(c1OC)C[N+]1([O-])CCc3cc4c(cc3C1C2)OCO4 (centres undefined) | 8 | -2 | 4 | 11 | 6 | -1 | -5 | 3 | -3
O=c1c(Cl)c(NCc2ccc(F)cc2Cl)cnn1C12CC3CC(CC(C3)C1)C2 | -4 | -7 | 2 | 6 | 6 | 0 | -1 | 5 | 2
N=c1c2cn[nH]c2nc(SCC(=O)c2ccc(Br)cc2)n1-c1ccc(Br)cc1 | -19 | -14 | -27 | -8 | 3 | -48 | -1 | -22 | -14
O=S(=O)(c1ccc(-c2csc(-c3cccnc3)n2)cc1)N1CCCCC1 | -9 | -8 | 2 | -11 | 9 | 7 | 0 | 0 | -8
COc1ccc(NCc2nn(CC(=O)c3ccc(Br)cc3)c3[n+]2CCCCC3)cc1 | 5 | 5 | 6 | 51* | 5 | -2 | 2 | 4 | -3
Cc1n[nH]c(C)c1C(=O)CC1(O)C(=O)N(CCc2ccccc2)c2ccc(Br)cc21 (centres undefined) | -6 | 1 | 4 | 25 | 6 | -2 | 2 | 4 | -5
CCOC(=O)Nc1nc(-c2ccc(F)cc2F)cs1 | -2 | 6 | 4 | 7 | -1 | 2 | 0 | 4 | 3

Compound profiles, from the list above. Screens in order: GSTO1 counter	LYPLA2 inh	PAFAH1B3 inh	PREPL inhibitor	pPAFAH FP inh	PAFAH2 inh	PAD4 inh	PAFAH1B2 FP inh	LYPLA1 counter
`CCn1c(CSc2nc3ccccc3s2)nnc1SCC(=O)NCC(=O)OC` reads 3	4	3	1	-4	-5	-1	-8	1
`COc1ccc(NC(=O)CSc2nccc(C)n2)cc1` reads -4	0	5	15	-1	-1	4	5	-2

The list continues.
SMILES | GSTO1 counter | LYPLA2 inh | PAFAH1B3 inh | PREPL inhibitor | pPAFAH FP inh | PAFAH2 inh | PAD4 inh | PAFAH1B2 FP inh | LYPLA1 counter
CCOC(=O)C1(Cc2cccc(OC)c2)CCCN(Cc2cc(C(C)C)n[nH]2)C1 (centres undefined) | 9 | 6 | 3 | 4 | 0 | 2 | -3 | -4 | 4
CCOc1ccc(Nc2cc(C)nc(-n3nc(C)cc3C)n2)cc1 | -4 | -3 | 15 | 5 | 6 | 6 | 5 | 2 | -3
COc1cc(OC)cc(C(=O)OCCCOC(=O)c2cc(OC)cc(OC)c2)c1 | 0 | -1 | -2 | 5 | 0 | -2 | 0 | -2 | 0
CCOC(=O)c1[nH]c2c(c1C)C(=O)CC(c1ccc(F)cc1)C2 (centres undefined) | 8 | -4 | 2 | -10 | -3 | 1 | 0 | 5 | -4
CC1(c2nnc(-c3ccncc3)o2)CC(c2ccccc2)=NO1 (centres undefined) | -2 | 4 | 0 | 13 | 3 | 0 | -2 | 1 | -1
NC(=O)C1CCN(C(=O)C(=O)c2cn(CC(=O)N3CCCCCC3)c3ccccc23)CC1 | 6 | -1 | 1 | 7 | -7 | -1 | -6 | 9 | -1
COCC(C)OC(=O)/C(C#N)=C\c1coc2ccc(C)cc2c1=O (centres undefined) | 27 | -9 | 14 | -3 | 1 | -6 | -4 | -4 | -2
COC(=O)c1ccc(NC(=O)c2snnc2-c2ccccc2)cc1 | 7 | 7 | 2 | -16 | 1 | -2 | -5 | 8 | 1
Cc1cccc(NC(=O)CCNC(=O)c2ccccc2)c1 | 9 | -4 | 3 | -9 | 7 | 3 | 2 | 1 | -2
CNC(=O)CCn1nc(-c2ccccc2)c2ccccc2c1=O | 4 | -6 | 8 | 1 | 1 | 0 | -1 | 3 | 1
CCOc1ccccc1N1CCN(C(=O)CNC(=O)c2sc3ccccc3c2Cl)CC1 | 0 | -9 | 2 | 21 | 10 | -12 | -1 | 4 | -8
Fc1ccc(-c2ccnc3nc(N4CCN(c5ccccc5)CC4)nn23)cc1 | 6 | 7 | 1 | 24 | -1 | -2 | 0 | 1 | -3
CN(C(=O)c1ccc(S(=O)(=O)NC2CCCC2)cc1)C1CCCCC1 | 3 | -1 | 7 | 5 | 5 | -1 | 1 | 7 | -1
CC(=O)OCCN1CCN(C(=O)CN2C(=O)NC(c3ccccc3)(c3ccccc3)C2=O)CC1 | -3 | -4 | 2 | 1 | -9 | -4 | 1 | 2 | 2
CCN(CC)C(=S)SCC(=O)c1c(C)[nH]c2ccccc12 | -4 | -7 | 0 | -3 | -1 | -2 | -1 | -2 | -3
CCCCn1c(N)c(N(CCC(C)C)C(=O)CC2OC(=O)c3ccccc32)c(=O)[nH]c1=O (centres undefined) | -1 | -3 | 3 | 4 | 5 | 4 | 1 | 4 | 16*
N=c1c2c3c(sc2nc2n1CCCCC2)CCCC3 | 3 | 10 | 2 | 9 | 2 | 2 | -2 | 2 | 2
Cc1cc(C)n(CC(=O)N2CCCC(C(=O)c3cccc(OC(C)C)c3)C2)n1 (centres undefined) | 14 | -15 | 2 | 10 | -5 | -3 | -1 | -2 | -1
CCC(=NCCc1ccc(OC)c(OC)c1)C1=C(O)CC(C)(C)CC1=O | 5 | -4 | 3 | 7 | 7 | 6 | 1 | 1 | -2
CCSc1cc(C2C(C(=O)OC)=C(C)NC3=C2C(=O)CCC3)c(C)o1 (centres undefined) | 3 | -5 | 0 | -6 | 3 | 1 | 2 | 3 | 0
Cc1ccc(NC(=O)CN(c2ccc(Cl)cc2)S(=O)(=O)c2cc([N+](=O)[O-])ccc2Cl)cc1 | 15 | -15 | -4 | 36 | 2 | -10 | 0 | -3 | -9
Cc1ccc2c(c1)N(CC(=O)N1CCCCC1)C(=O)C(C)O2 (centres undefined) | 8 | -4 | -3 | 3 | 1 | -5 | -3 | -3 | 2
Cc1cccc(S(=O)(=O)Nc2nc3ccccc3nc2NCc2ccco2)c1 | 7 | 4 | 0 | 11 | 8 | 12 | 11 | 6 | 0
COc1cc2c(C#CCCCO)c(-c3ccsc3)oc(=O)c2cc1OC | · | · | -4 | 13 | -5 | 6 | -8 | 3 | ·
O=C(CO/N=C/c1ccc(OC(F)F)cc1)NCc1cccs1 | 4 | 1 | 1 | -5 | 4 | -3 | 0 | -2 | -1
CCOC(=O)/C(=C\c1cccnc1)C(=O)c1cc(C(C)=O)c(Nc2ccccc2)s1 | -10 | -5 | 0 | 5 | 0 | -8 | 4 | -4 | -2
CCCCCn1c(=O)[nH]c2cc(C(=O)NCCCN3CCCCC3C)ccc2c1=O (centres undefined) | 2 | 7 | 6 | -4 | 0 | -5 | 2 | -4 | 1
COc1ccc(N=C2SC(CC(=O)Nc3ccc(F)cc3)C(=O)N2Cc2ccco2)cc1 (centres undefined) | 2 | 11 | 5 | 2 | 3 | -4 | 1 | 5 | -8
Cc1sc2ncnc(N3CCC(C(=O)Nc4ccc(Br)cc4Br)CC3)c2c1C | -7 | 4 | -6 | -6 | -3 | -3 | 2 | -1 | -4
Cc1nn(C)c(C)c1NC(=O)CSc1nc(-c2ccccc2Cl)nc2c1cnn2-c1ccccc1 | -3 | -7 | 4 | -7 | 14 | -6 | 4 | 0 | -4
O=C(COC(=O)c1sc2cc(Cl)ccc2c1Cl)Nc1ncc(Cl)cc1Cl | -4 | 4 | · | 4 | 17 | · | 0 | · | 9
CCOc1ccc2nc(NC(=O)CSc3nc4c(c(=O)n(C)c(=O)n4C)n3C(C)C)sc2c1 | 1 | 3 | 1 | 14 | -3 | -2 | -2 | 2 | 2
O=C1Nc2c(c(=O)[nH]c(=O)n2-c2ccccc2F)C(C(F)(F)F)(C(F)(F)F)N1 | 0 | 0 | -10 | 3 | 2 | -5 | 1 | -3 | 0
N/C(=N\OC(=O)c1cc(Br)ccc1Cl)c1cccnc1 | 2 | -5 | 6 | -2 | 1 | 5 | 3 | 5 | 0
COc1ccc(-c2nnc(Nc3nc4c(OC)cccc4s3)o2)c(OC)c1 | -12 | -2 | 15 | 33 | 9 | 13 | -3 | 4 | 2
CC(C)(C)OC(=O)N1CCN(c2ccc(NC(=O)Cn3nnc(-c4ccccc4)n3)cc2)CC1 | -10 | 8 | 9 | 12 | -2 | 2 | 3 | 2 | 0
CN(C)CCCn1c2c(c(SCC(=O)Nc3ccc4c(c3)OCO4)nc1=O)CCCC2 | 19 | -2 | 3 | 26 | 2 | 2 | 2 | 1 | -2
COC(=O)c1ccc(NC(=O)COC(=O)C2=NN(c3ccccc3)C(=O)CC2)cc1 | · | 2 | 5 | 5 | 20 | 22 | -1 | 4 | -5
Cc1ccc(N=Cc2cc(Cc3ccccc3Cl)cc([N+](=O)[O-])c2O)c(O)c1 | 8 | 7 | 8 | 22 | 48* | 12 | -5 | 9 | 0
O=C(O)C1CCN(C(=O)c2ccccc2Cl)CC1 | -1 | -7 | 6 | 5 | 1 | 5 | 4 | 3 | 0
CN1C(=O)/C(=C\c2ccncc2)SC1=Nc1ccccc1 | 0 | 6 | -2 | 2 | -1 | 1 | 1 | -4 | -4
CCOc1ncccc1C(=O)Nc1cccc(-c2nnc3n2CCCCC3)c1 | 5 | -2 | 1 | 4 | -6 | 0 | -5 | -1 | 1
CC1CCN(c2cc(N(C)CCO)c([N+](=O)[O-])c3nonc23)CC1 | 4 | 0 | 0 | -1 | 1 | 4 | -5 | 0 | 1
CCc1cccc(C)c1NC(=O)COC(=O)CNS(=O)(=O)/C=C/c1ccccc1 | -3 | -4 | 4 | 19 | 15 | 8 | 0 | 6 | -3
Cc1ccc(S(=O)(=O)NC(=O)Nc2nccs2)cc1 | 3 | -3 | 6 | 4 | 4 | 3 | -1 | 5 | -8
CCc1ccc(NC(=O)CN2C(=O)CC(C)S(=O)(=O)c3ccccc32)cc1 (centres undefined) | -1 | -1 | 4 | 3 | 6 | 4 | -5 | 0 | -3
COCCCNC(=O)CC(NS(=O)(=O)c1ccc(OC)cc1)c1ccc(OC)cc1 (centres undefined) | 3 | -5 | 3 | 8 | 5 | -3 | -1 | 4 | 0
O=C(NNC(=S)NC(=O)c1ccccc1[N+](=O)[O-])c1ccccc1[N+](=O)[O-] | 2 | 1 | 9 | -6 | 1 | 2 | -3 | -2 | 3
COc1cc(NC(=O)COc2ccc(Cl)cc2)ccc1NC(=O)C(C)C | 6 | 8 | 1 | 1 | 3 | 0 | 2 | 2 | 1

Screens as filed in PubChem BioAssay.

Only part of the results is shown. The share of hits here may be higher or lower than overall.
